# Pin1 inh – human Pin1 inhibition. Q13526. Pin1 FP peptide displacement, HiFluor488, 10 min. Potency, µM (titrated, usually from 115 µM), for inactives: at the highest dose activity, negative = inhibition, actives largely listed as inhibitors. 390,000 compounds, 0.009% hits. AID 504891; active = well fitted inhibition curve with a large enough effect in the polarisation, with a control signal flat, not every such curve was filed as active; inconclusive = small, poorly fitted or top-dose-only effect, or effect the other way, or a change in a side signal; inactive = no such curve, though single readings can be large or run the other way; the % refers to the polarisation; note: % is set by controls: 0 for no effect and ±100 for the full control effect
# TrxR1 inh – inhibitors of rat thioredoxin reductase 1; Potency, µM (top dose mostly 114 µM), for the others: at the highest dose activity change, negative = inhibition, hits mostly inhibitors; O89049; AID 588453; 390,000 compounds, 1% hits; recombinant rTrxR1, NADPH fluorescence consumption, selenite substrate; note: % is set by controls: 0 for no effect and ±100 for the full control effect; nearly all actives have a fitted effect of over 65% in size
#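 Rat TrxR1 (90 nM in the dispensed reagent) was pre-reduced with 400 uM NADPH for 5 min at room temperature, then incubated with compound for 15 min. After 400 uM selenite was added, NADPH fluorescence (Ex 340/Em 450 nm) was followed for 8 min.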
# JMJD2A Tudor inh – JMJD2A Tudor domain (human) inhibition | O75164 | AlphaScreen JMJD2A-Tudor / H3K4me3 peptide binding | Potency, µM (highest dose often 114 µM), for the others: at the top dose activity change, negative = inhibition, hits mostly inhibitors | 390,000 compounds, 4.4% hits | AID 504339; note: % is set by controls: 0 for no effect and ±100 for the full control effect; nearly all actives have a fitted effect of over 50% in size
# RGS4 inhibitor – blocks human RGS4-accelerated GTP hydrolysis | P49798 | Transcreener GDP fluorescence polarization, RGS4-accelerated GTP hydrolysis | Potency, µM (doses to about 114 µM), for inactives: at the top dose activity change, negative = inhibition, actives largely listed as inhibitors | 390,000 compounds, 0.039% hits | AID 504845; note: % is set by controls: 0 for no effect and ±100 for the full control effect; nearly all actives have a fitted effect of over 75% in size; some results filed as inactive show a strong effect at the top dose
#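 MLSMR compounds (23 nl, pin-transferred) preincubated 10 min at room temperature with a 500nM (2x) first reagent, then RGS4 at 900nM (2x) plus Transcreener GDP mix added; fluorescence polarization (620/688 nm) read before and after 90 min at 30 °C.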
# 12-LOX inh – blocks human arachidonate 12S-lipoxygenase; AID 1671190; P18054; purified 12hLO, xylenol orange hydroperoxide absorbance; Potency, µM (highest dose often 108 µM), for the others: top-dose activity change, negative = inhibition, hits mostly inhibitors; 580,000 compounds, 1.1% hits; note: % is set by controls: 0 for no effect and ±100 for the full control effect
#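 Purified human 12hLO at 150 nM in 25 mM Hepes, 0.01% Triton X-100, pH 7.0, preincubated 15 min at room temperature with compound. Reaction started with 40 uM arachidonic acid, 30 min at room temperature. Hydroperoxide measured by Fe-xylenol orange, 573/405 nm absorbance ratio.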
# GLS inhibitor – glutaminase GLS (human) inhibition. GLS enzymatic activity, qHTS titration. Potency, µM (top dose mostly 45.5 µM), without a hit: top-dose activity change, negative = inhibition, most hits filed as inhibitors. 410,000 compounds, 0.21% hits. O94925; note: % is set by controls: 0 for no effect and ±100 for the full control effect
# Target sequence (O94925 whole entry, looked up): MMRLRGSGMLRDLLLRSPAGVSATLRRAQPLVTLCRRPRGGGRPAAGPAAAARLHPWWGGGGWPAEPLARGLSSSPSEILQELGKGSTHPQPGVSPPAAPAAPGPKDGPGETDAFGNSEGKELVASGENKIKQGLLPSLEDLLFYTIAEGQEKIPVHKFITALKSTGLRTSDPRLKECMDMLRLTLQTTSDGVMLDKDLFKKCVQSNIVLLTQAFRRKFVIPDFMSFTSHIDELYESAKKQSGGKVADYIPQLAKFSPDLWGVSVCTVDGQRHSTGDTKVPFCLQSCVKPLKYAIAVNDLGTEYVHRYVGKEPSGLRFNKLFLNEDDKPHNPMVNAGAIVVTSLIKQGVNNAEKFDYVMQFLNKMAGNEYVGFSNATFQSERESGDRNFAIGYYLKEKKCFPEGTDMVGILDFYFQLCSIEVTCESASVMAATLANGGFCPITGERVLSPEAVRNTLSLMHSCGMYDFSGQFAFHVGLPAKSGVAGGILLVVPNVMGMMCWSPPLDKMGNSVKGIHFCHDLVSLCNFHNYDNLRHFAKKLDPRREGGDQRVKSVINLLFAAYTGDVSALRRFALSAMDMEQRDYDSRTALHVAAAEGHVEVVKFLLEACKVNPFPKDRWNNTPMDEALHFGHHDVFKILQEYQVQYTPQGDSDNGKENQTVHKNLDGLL
#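 Read-out is an Amplex red fluorescence increase coupled through glutamate oxidase and HRP, measured before and after 30 min room-temperature incubation. hKGA is in 45 mM KH2PO4 (pH 8.2) with 0.02% Tween-20; glutamine added as 1mM solution.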
# Tb PGK inh – inhibitors of T. brucei phosphoglycerate kinase | 380,000 compounds, 0.043% hits | AID 602233 | Potency, µM (series often up to 57.5 µM), without a hit: at the highest dose activity change, negative = inhibition, hits mostly inhibitors | P07378 | PGK/GAPDH coupled, Kinase-Glo luminescence, 60 min; note: % is set by controls: 0 for no effect and ±100 for the full control effect; nearly all actives have a fitted effect of over 60% in size
#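 Recombinant glycosomal PGK reaction used 1,3-bisphosphoglycerate generated in-well by GAPDH (100nM final) in 100mM TEA pH 7.6, 5mM MgCl2, 0.01% Tween-20. After 60 minutes at room temperature, ATP was read by Kinase-Glo Plus luminescence end-point.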
# HP1b chromo inh – blocks HP1-beta chromodomain binding to methylated histone tails. P83916. AlphaScreen HP1-beta / biotin-H3K9me3 peptide binding. Potency, µM (titrated, usually from 114 µM), for the others: at the highest dose activity change, negative = inhibition, hits mostly inhibitors. 390,000 compounds, 0.56% hits. AID 540317; note: nearly all actives have a fitted effect of over 70% in size; inactives centre near 23
#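 HP1-beta protein (50 nM final) preincubated 30 min at room temperature with biotinylated H3(1-18)K9me3 peptide (50 nM) in PBS pH 7.4, 0.01% Tween-20, then compound added for 30 min. AlphaScreen streptavidin donor/nickel chelate acceptor beads (10 ug/mL final), 30 min dark, luminescence read.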
# ERG Ets-DNA blk – ERG Ets/DNA interaction inhibition; fluorescence polarization, His-ERG Ets domain / labelled DNA; Potency, µM (titrated, usually from 76.9 µM), inactives show at the top dose FP activity, negative = inhibition, actives largely listed as inhibitors; 370,000 compounds, 0.028% hits; AID 624246; active = well fitted inhibition curve with a large enough effect in the polarisation, with a control signal flat; inconclusive = small, poorly fitted or top-dose-only effect, or effect the other way, or a change in a side signal; inactive = no such curve, though single readings can be large or run the other way; the % refers to the polarisation;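 note: polarization taken with two DNA probes labelled with fluorescein and Texas red; % of control where 0% means no effect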
# Target sequence (P11308 whole entry, looked up, the tested form may be a part): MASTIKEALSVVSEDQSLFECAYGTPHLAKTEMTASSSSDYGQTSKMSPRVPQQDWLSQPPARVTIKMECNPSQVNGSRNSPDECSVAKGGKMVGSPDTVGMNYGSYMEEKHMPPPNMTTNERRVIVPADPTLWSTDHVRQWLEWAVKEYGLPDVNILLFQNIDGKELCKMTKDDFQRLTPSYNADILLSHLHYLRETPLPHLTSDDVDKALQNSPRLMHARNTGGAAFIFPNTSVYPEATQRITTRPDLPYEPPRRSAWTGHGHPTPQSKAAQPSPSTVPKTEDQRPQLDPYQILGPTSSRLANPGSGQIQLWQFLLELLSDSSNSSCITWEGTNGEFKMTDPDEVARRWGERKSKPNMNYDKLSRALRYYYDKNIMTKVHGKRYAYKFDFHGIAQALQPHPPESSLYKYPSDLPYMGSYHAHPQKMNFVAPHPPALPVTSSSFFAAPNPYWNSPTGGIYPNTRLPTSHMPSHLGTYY
#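 His-tagged ERG Ets domain (1 uM in the protein solution; 300mM KCl, 50mM Tris-HCl, 1mM EDTA, 1mM DTT, pH 7.5) received compound, then a probe mix of 5 nM fluorescein-DNA and 100nM Texas-615-DNA. Fluorescence polarization was read for both dyes.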
# Starred values were filed as active, the others as inactive; i = inactive; ? = inconclusive; [ ] = dose if it differs, or a comment. Unless noted, calls come from the whole dose curve; as a rule, active = well fitted curve in the direction sought with a large enough effect; inconclusive = small, poorly fitted or top-dose-only effect, or another doubt; inactive = no such curve, though single readings can be large; an effect the other way counts as inactive or inconclusive. Potency is the fitted concentration of half-maximal effect. Only part of the results is shown. The share of hits here may be higher or lower than overall.
# Preview, 2 compounds:
cpd | molecule | Tb PGK inh | TrxR1 inh | JMJD2A Tudor inh | HP1b chromo inh | RGS4 inhibitor | GLS inhibitor | Pin1 inh | 12-LOX inh | ERG Ets-DNA blk
1 | COc1cc2c(cc1OC)CN(C(=O)Nc1ccccc1Cl)CC2 | 5.1% | 12.8% | -14.4% | -14.6% | 0.5% | 0.4% | -3.7% | -23.6% | -0.1%
2 | COc1ccccc1NS(=O)(=O)c1cc(C(=O)NC2CCN(Cc3ccccc3)CC2)ccc1C | -0.9% | 26.6% | -13.9% | 28.7% | 14.0% | 10.8% | 0.9% | -7.4% | -5.2%

# The listing, repeating the preview:
cpd | molecule | Tb PGK inh | TrxR1 inh | JMJD2A Tudor inh | HP1b chromo inh | RGS4 inhibitor | GLS inhibitor | Pin1 inh | 12-LOX inh | ERG Ets-DNA blk
1 | COc1cc2c(cc1OC)CN(C(=O)Nc1ccccc1Cl)CC2 | 5.1% | 12.8% | -14.4% | -14.6% | 0.5% | 0.4% | -3.7% | -23.6% | -0.1%
2 | COc1ccccc1NS(=O)(=O)c1cc(C(=O)NC2CCN(Cc3ccccc3)CC2)ccc1C | -0.9% | 26.6% | -13.9% | 28.7% | 14.0% | 10.8% | 0.9% | -7.4% | -5.2%
3 | Cc1cc(S(=O)(=O)N2CCOCC2)ccc1OCC(=O)Nc1ccccc1F | -5.4% | 19.2% | 2.4% | 25.3% | -22.5% | -1.1% | -0.1% | -14.3% | 12.3%
4 | CS(=O)(=O)N(CCc1ccccc1)CC(=O)Nc1ccccc1 | -2.8% | 6.5%[57.1 µM] | 11.2% | 9.6% | -8.6% | 5.0% | 2.4% | 3.7% | -6.6%
5 | Cc1cccc(NC(=O)C2CCN(S(=O)(=O)c3c(C)[nH]c(=O)[nH]c3=O)CC2)c1 | -7.3% | 12.7% | -10.6% | 17.3% | 42.3% | 0.0% | -12.9% | -7.4% | 4.8%
6 | Cn1c(=O)c2c(nc(NCc3ccco3)n2CC(O)CO)n(C)c1=O (stereo unspecified) | -3.4% | 21.9% | -6.5% | 46.1%[activator] | 19.8% | -10.4% | -10.4% | 8.4% | -3.5%
7 | COc1ccc2sc(-c3ccccc3OC)c(-c3ccc4c(c3)OCCO4)c2c1 | -5.4% | 4.9% | -9.9% | ? | -3.7% | -3.4% | 9.9% | 7.6% | 6.6%
8 | CCn1c2ccccc2c2cc(/C=N/O)ccc21 | -9.6% | 7.7% | -20.1% | 36.8% | 12.2%[56.9 µM] | -13.9% | ? | -26.5% | -6.2%
9 | COc1ccc(C(=O)CC2(O)C(=O)N(Cc3ccccc3)c3ccc(Br)cc32)cc1 (stereo unspecified) | -2.6% | 16.2% | -32.5% | 11.6% | -1.8% | -11.9% | 2.6% | -8.0% | 6.4%
10 | CC(C)(C)C1c2[nH]c3ccccc3c2CCN1CCCn1cccn1 (stereo unspecified) | 4.8% | -10.8% | -28.5% | 24.4% | -26.2% | -0.4% | -0.2% | -8.1% | 0.1%
11 | N/C(CCN1CCOCC1)=N/O | -2.5% | 14.2% | -12.6% | 28.1% | -34.6% | 27.4% | -10.5% | -3.3% | -2.2%
12 | CC(C)CC(=O)NN1CCCCC1 | -5.4% | 10.5%[57.1 µM] | 2.9% | 52.0%[activator] | 12.5% | 6.9% | -5.0% | -14.3% | 7.9%
13 | CCCC(C)C(=O)Nc1ccc(Cl)cn1 (stereo unspecified) | -5.1% | -1.3% | 0.0% | 45.8% | -40.2% | -1.8% | 2.7% | -16.0% | 3.1%
14 | Cc1ccc2nc(-c3ccc(NS(=O)(=O)c4ccccc4)cc3)sc2c1 | 2.3% | 59.7% | 1.7% | 34.6% | -9.1% | -7.9% | 8.6% | -21.0% | 8.0%
15 | O=C(CSc1nnc2[nH]c(=O)cc(-c3ccccc3)n12)Nc1ccccc1C(F)(F)F | i | -11.8%[57.1 µM] | -2.9% | 35.2% | -15.6% | 5.5% | 10.6% | 7.2% | 2.0%
16 | Cc1ccc(CNC(=O)C2CCCN2C(=O)Nc2cccc(Cl)c2)cc1 (stereo unspecified) | -4.2% | 13.5% | 2.0% | 24.9% | -2.6% | -7.0% | 5.0% | 17.0% | 8.3%
17 | Cc1cc(-c2nnc(CCC(=O)NCc3ccc(F)c(F)c3)o2)no1 | -9.5% | 8.3%[11.4 µM] | -8.3% | 40.9%[activator] | 9.5% | -13.8% | -1.3% | -1.2% | -1.2%
18 | CCOC(=O)C1=CN(Cc2ccco2)S(=O)(=O)N(CC)C1c1ccc(C(F)(F)F)cc1 (stereo unspecified) | -10.9% | ? | -26.0% | 30.7% | ? | -10.6% | 21.4% | ? | 18.4%
19 | O=C(COc1ccc2ccccc2c1Br)Nc1ncn[nH]1 | -8.5% | 33.9% | -15.3% | 4.5% | 20.0% | -2.5% | -1.4% | 0.0% | -2.6%
20 | COc1ccc([C@H]2CC(=O)C=C(c3cc4ccccc4s3)C2)cc1 | -7.5% | 18.5% | -20.4% | 34.2% | -13.4% | 8.8% | -0.2% | -7.1% | 4.9%
21 | COc1cc(-c2nnc(SCC(=O)N3CCCC3)o2)cc(OC)c1OC | 1.9% | 8.8%[57.1 µM] | -12.3% | -19.6% | ? | 2.1% | 2.0% | ? | 2.3%
22 | O=C(COc1ccc(Br)cc1CNC1CCCCC1)NCCc1ccccc1 | -3.5% | 13.4% | -5.3% | 23.1% | 7.2% | 0.0% | -2.8% | 0.0% | 11.4%
23 | CCOC(=O)c1c(C)nc2ccccc2c1C | -8.3% | 20.5%[57.1 µM] | -25.3% | 16.5% | -14.9% | 3.0% | -3.6% | ? | 4.1%
24 | Cc1c(NC(=O)Nc2cccc(Cl)c2)c(=O)n(-c2ccccc2)n1C | -5.9% | 18.0% | -9.5% | 18.5% | -6.1% | 35.3%[activator] | 3.7% | 1.2% | -4.8%
25 | O=C(Nc1ncccc1O)c1ccc(C(=O)c2ccccc2)cc1 | 2.5% | -8.9% | -15.8% | 32.9% | -21.6% | -3.1% | -2.2% | 4.3% | 1.3%
26 | CCN(CC(=O)Nc1c(F)cccc1F)C(=O)c1cccc(S(=O)(=O)N2CCN(c3ccccc3)CC2)c1 | 3.2% | -2.1% | -13.9% | 5.1% | 7.8% | 15.1% | 0.8% | 473.6%[activator] | -5.5%
27 | CCn1c(SCC(N)=O)nc2sc3c(c2c1=O)CCCC3 | -5.3% | -11.4% | -9.0% | 38.2% | -21.4% | 0.3% | -1.0% | 0.0% | 10.3%
28 | CC1CC(C)CN(C(=O)CCc2ccccc2)C1 (stereo unspecified) | -4.9% | 26.1%[57.1 µM] | -5.3%[57.1 µM] | 38.6% | 6.7% | -2.5% | 5.0% | ? | -10.4%
29 | CC(NC(=O)Nc1ncccn1)(C(F)(F)F)C(F)(F)F | i | -2.3% | 0.0% | 34.4% | -18.7% | -7.7% | -14.6% | -26.0% | 2.1%
30 | Cc1ccc(S(=O)(=O)Nc2ccc(-c3nnc(SCC#N)n3C)cc2)cc1 | 5.0% | -15.1%[57.1 µM] | 8.7%[57.1 µM] | 33.5% | -2.5%[11.4 µM] | 4.9% | 5.1% | -3.8% | 1.9%
31 | O=C(N/N=C\c1ccc([N+](=O)[O-])s1)C1COc2ccccc2O1 (stereo unspecified) | 3.2% | ? | ? | -2.7% | 0.0% | -0.7% | 2.4% | -24.2% | -7.0%
32 | CS(=O)(=O)c1ccc(Cl)c(NC(=O)c2cccc(-n3cnnn3)c2)c1 | -0.2% | -18.1% | -2.1% | 48.1%[activator] | 6.1% | -10.2% | 0.3% | ? | -9.5%
33 | COCCCNC(=O)Cn1cc(/C=C(\C#N)C(=O)NC2CCCC2)c2ccccc21 | i | 16.1% | -4.1% | 40.0% | -4.2% | -10.3% | 6.7% | -22.3% | 3.3%
34 | O=C1C2C3C=CC(C4CC34)C2C(=O)N1/N=C/c1ccc(-c2ccccc2[N+](=O)[O-])o1 (stereo unspecified) | i | 6.0%[57.1 µM] | -33.5% | ? | -0.3% | 6.5% | 1.7% | 0.0% | -3.0%
35 | COc1ccc(CCNC(=O)CN2CCN(c3ccccc3Cl)CC2)cc1 | -3.0% | -1.8% | -16.7% | 12.6% | ? | 11.6% | 0.8% | 90.1% | 0.5%
36 | COc1ccc(NC(=O)CSc2nnc(CN3CCOCC3)n2C)cc1Cl | -3.4% | 6.2% | -8.8% | 27.8% | -26.4% | -0.8% | -3.4% | 0.0% | 0.0%
37 | Cc1ccc(SCC(=O)N2CCN(c3ccc(F)cc3)CC2)cc1 | -9.7% | 7.1% | -0.7% | 55.2%[activator] | -6.8% | -4.9% | -8.1% | ? | -0.2%
38 | CC(OC(=O)/C=C/c1ccccc1)C(=O)Nc1cccc(C#N)c1 (stereo unspecified) | -0.3% | -10.9% | 0.7% | 22.2% | -11.6% | -2.8% | -2.9% | -25.4% | 1.9%
39 | CCC(=O)NC(=S)Nc1ccc(NC(=O)c2cccnc2)cc1 | -5.4% | -7.9%[57.1 µM] | -8.3% | 23.4% | -10.1% | 1.6% | 19.0% | 158.5%[activator] | 0.3%
40 | CCOC(=O)c1cnc2c(Cl)cccc2c1NCCCN1CCOCC1 | i | 12.7% | -9.9% | 31.3% | 2.5% | -1.0% | -3.0% | 10.8% | 0.2%
41 | O=C1CC(c2ccco2)CC(O)=C1C=NCCO (stereo unspecified) | 7.7% | -27.7% | -4.1% | 33.3% | -7.8% | -5.9% | -15.2% | 0.0% | -0.7%

# Compound activity (PubChem BioAssay)
